IMP-1 inh: blocks Pseudomonas aeruginosa IMP-1 metallo-beta-lactamase. inhibition, % at 5.6 µM. AID 1556. 290,000 compounds, 0.45% hits. purified IMP-1, nitrocefin hydrolysis, epi-absorbance fluorescence;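 active means inhibition above the mean plus 3 SD of all compounds in the same screening run, cut at about 4.5% in these data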;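 further: 0% = IMP-1 with DMSO and 100% = DMSO wells lacking enzyme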
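System: purified IMP-1; amount: IMP-1 0.2 nM before substrate addition; compound: single dose, 5.6 µM; times: 25 °C, 15 min preincubation, 25 min reaction; signal: Epi-absorbance via hydrolysed-nitrocefin quenching of white-plate fluorescence, 480/530 nm, EDTA stop; benchmarks: DMSO with and without IMP-1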
NS3 helicase inh: blocks Hepatitis C virus NS3 helicase unwinding. AID 1800. inhibition, % at 10.9 µM. 290,000 compounds, 0.56% hits. NS3 helicase DNA unwinding, Cy5 molecular beacon fluorescence;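 active means inhibition above the mean of all tested compounds plus 3 SD, set per campaign, cut at about 35% in these data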;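 further: 0% = DMSO wells and 100% = thioflavine S control wells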
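test system = hepatitis C virus NS3 helicase domain fragment enzyme | reagent = annealed dual-labelled DNA beacon duplex, ATP-started | times = 1 h at 25 °C | detection = Cy5 fluorescence, 0 and 60 min reads | read-out basis = percent inhibition from t60/t0 fluorescence ratio | control set = DMSO and thioflavine S | replication = one well per compound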
DNA FID counter: fluorescent intercalator displacement, NS3 helicase counter-screen | AID 1845 | inhibition, % at 7.9 µM | DNA fluorescent intercalator displacement, fluorescence | 290,000 compounds, 0.17% hits; in the data active means inhibition above about 37%;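 further: 0% = vehicle and 100% = reference compound; higher means more ethidium bromide displaced from hairpin DNA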
IDE inh: cellular human IDE inhibition; P14735; HEK cells, FAbetaB cleavage, fluorescence polarization; inhibition, % at 5.59 µM; 320,000 compounds, 0.41% hits; AID 434962;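 active means percent inhibition above the average of all tested compounds plus 3 SD, set per screening campaign, cut at about 16% in these data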;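 further: IDE supplied by intact live HEK cells; FP after avidin binding of uncleaved biotin substrate so inhibition keeps polarization high; 0% = DMSO wells and 100% = 60 µM reference IDE inhibitor Ii1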
IDE act: activators of human insulin-degrading enzyme in cells. P14735. HEK cells, FAbeta-B cleavage, fluorescence polarization; 0% vehicle, 100% cell-free pure enzyme wells. activation, % at 5.96 µM. 340,000 compounds, 0.073% hits. AID 493087;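 active means activation above the mean of all tested compounds plus 3 SD, set per screening campaign, cut at about 17% in these data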
p-CIP stab down: lowers stability of the mouse p/CIP coactivator protein | decrease of EGFP signal, % at 10 µM | F442A p/CIP-EGFP cells, EGFP fluorescence, 16 h | 290,000 compounds, 0.01% hits | Q05BA5 | AID 1984;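 active means EGFP signal decrease of at least 30% at 10 µM or well 3 SD below plate mean, unless failing retest; inactive means the rest, including hits failing retest or dose response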; further: some compounds called inactive have numbers as strong as hits; many of its hits are not listed in these tables
Target sequence (Q05BA5 1-1403): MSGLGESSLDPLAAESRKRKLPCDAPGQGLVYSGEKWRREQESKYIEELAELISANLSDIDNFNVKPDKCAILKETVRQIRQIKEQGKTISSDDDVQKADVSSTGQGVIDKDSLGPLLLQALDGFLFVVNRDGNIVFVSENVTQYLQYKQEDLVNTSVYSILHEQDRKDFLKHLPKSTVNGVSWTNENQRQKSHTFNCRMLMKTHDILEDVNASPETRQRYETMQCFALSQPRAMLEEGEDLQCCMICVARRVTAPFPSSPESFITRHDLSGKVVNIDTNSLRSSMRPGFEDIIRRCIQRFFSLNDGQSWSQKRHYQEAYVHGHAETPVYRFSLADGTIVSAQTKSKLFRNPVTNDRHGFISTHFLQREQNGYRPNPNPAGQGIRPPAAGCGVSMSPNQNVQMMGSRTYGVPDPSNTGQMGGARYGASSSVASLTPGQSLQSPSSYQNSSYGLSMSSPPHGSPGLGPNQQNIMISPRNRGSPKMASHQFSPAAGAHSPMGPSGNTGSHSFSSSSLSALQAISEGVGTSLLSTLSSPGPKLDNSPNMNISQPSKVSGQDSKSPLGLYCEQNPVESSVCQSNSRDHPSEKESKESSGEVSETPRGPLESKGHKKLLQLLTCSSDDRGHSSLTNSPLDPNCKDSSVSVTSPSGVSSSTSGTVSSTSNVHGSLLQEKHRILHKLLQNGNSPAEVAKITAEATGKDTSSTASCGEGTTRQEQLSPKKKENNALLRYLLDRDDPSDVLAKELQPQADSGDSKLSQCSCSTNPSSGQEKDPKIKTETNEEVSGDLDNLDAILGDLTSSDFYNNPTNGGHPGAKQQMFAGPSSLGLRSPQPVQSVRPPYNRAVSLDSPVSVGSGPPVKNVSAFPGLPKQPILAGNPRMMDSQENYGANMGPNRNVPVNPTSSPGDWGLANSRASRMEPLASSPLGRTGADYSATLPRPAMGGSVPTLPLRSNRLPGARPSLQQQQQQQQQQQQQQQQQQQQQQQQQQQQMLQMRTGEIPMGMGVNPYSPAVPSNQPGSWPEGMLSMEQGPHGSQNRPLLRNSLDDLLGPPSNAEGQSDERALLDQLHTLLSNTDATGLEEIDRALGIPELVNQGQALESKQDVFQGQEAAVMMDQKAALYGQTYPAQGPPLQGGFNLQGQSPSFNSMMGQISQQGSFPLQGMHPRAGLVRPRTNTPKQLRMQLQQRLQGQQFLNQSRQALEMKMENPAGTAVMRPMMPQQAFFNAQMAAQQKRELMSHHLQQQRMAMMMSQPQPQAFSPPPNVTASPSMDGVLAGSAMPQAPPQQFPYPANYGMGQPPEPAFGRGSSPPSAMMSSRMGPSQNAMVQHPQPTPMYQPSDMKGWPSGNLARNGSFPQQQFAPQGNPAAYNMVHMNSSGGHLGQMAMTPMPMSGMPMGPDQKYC
PfM18AAP inh: PfM18AAP enzyme inhibition | recombinant PfM18AAP, H-Glu-NHMec fluorogenic cleavage | inhibition, % at 7.35 µM | 290,000 compounds, 1.2% hits;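 active means inhibition above the campaign mean inhibition over all tested compounds plus 3 SD, cut at about 28% in these data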;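 further: 0% = plate median of test compound wells and 100% = 2 mM ZnCl2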
SUMO HTRF inh: blocks human SUMOylation mediated by UBC9; P63279; HTRF SUMOylation assay, SAE1/SAE2 + UBC9, in vitro; inhibition, % at 35 µM; 290,000 compounds, 0.36% hits; in the data active means inhibition above about 50%, passing the limit was not always enough; further: strong numbers were not always called active
VIM-2 inhibitor: inhibitors of Pseudomonas aeruginosa VIM-2 metallo-beta-lactamase | purified VIM-2, nitrocefin hydrolysis, epi-absorbance fluorescence | inhibition, % at 5.6 µM | 290,000 compounds, 0.89% hits | AID 1527;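 active means inhibition above the mean of all tested compounds plus 3 SD, cutoff set per screening run, cut at about 7.5% in these data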;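 further: red hydrolysis product quenches plate fluorescence so inhibitors raise well fluorescence; 0% = enzyme with DMSO and 100% = DMSO without enzyme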
* marks the source's active call; other numbers are inactive results; . = no result given.

Each structure is followed by: IMP-1 inh	NS3 helicase inh	DNA FID counter	IDE inh	IDE act	p-CIP stab down	PfM18AAP inh	SUMO HTRF inh	VIM-2 inhibitor
CCOC(=O)CN1CC23C=CC(O2)C(C(=O)Nc2ccc(C(C)=O)cc2)C3C1=O (stereo not given)
→ -3.1	-2.8	-2.2	-2.1	-7.3	-3.4	-1.3	6.0	-5.1
Cc1cccn2c(=O)c3cc(C(=O)NC(C)C)c(=N)n(Cc4ccncc4)c3nc12
→ -2.0	5.1	-1.6	4.0	0.4	-8.4	0.6	13.6	1.9
Cc1cc(=O)[nH]c(SCC(=O)Nc2ccc(Br)cn2)n1
→ -3.4	2.6	0.3	-1.9	3.3	-0.3	0.1	3.3	-4.3
COC(=O)C1CCN(C(=O)c2cc(=O)[nH]c3ccccc23)CC1
→ -2.6	-3.3	2.9	6.9	6.2	-4.6	0.9	6.9	-0.4
O=[N+]([O-])c1ccc(Oc2ccc(S(=O)(=O)N3CCOCC3)cc2)cc1
→ -3.7	5.6	-13.5	5.2	6.0	-6.1	3.5	6.8	-3.1
CC(=O)N1CCN(S(=O)(=O)c2ccc(S(=O)(=O)NC3CCCCC3)cc2)CC1
→ -1.3	-4.2	-26.6	-2.7	0.7	-24.5	-3.7	9.7	1.4
Cc1ccccc1NS(=O)(=O)c1cc(C(=O)NCc2ccco2)ccc1C
→ 0.4	1.8	-12.0	3.3	0.7	5.8	4.2	-6.2	0.2
Cc1cccn2c(=O)c3cc(C(=O)NC4CCCC4)c(=N)n(Cc4ccc(F)cc4)c3nc12
→ 0.1	-41.9	13.4	-0.6	4.3	-5.2	5.1	11.3	0.5
Cc1cccc(/C(N)=N/OC(=O)Cc2ccccc2)c1
→ -0.2	-7.2	4.4	-5.2	1.7	-6.4	-12.7	-14.7	0.5
CC1CC(C)CN(CCCNC(=O)c2ccc(CS(=O)(=O)Cc3cccc(Cl)c3)o2)C1 (stereo not given)
→ -2.6	0.0	12.2	-4.7	5.3	-6.3	1.5	8.9	-2.2
O=[N+]([O-])c1ccc(-c2cn3nc(-c4ccccc4)c(-c4ccccc4)nc3n2)cc1
→ -1.9	22.1	-2.1	15.7	.	-12.9	30.4*	13.2	-2.0
CCN(CCO)C(=S)Nc1cc(C(=O)OC)ccc1C(=O)OC
→ -2.9	-17.2	-12.7	2.6	-5.0	1.1	1.6	13.0	-4.5
C/C(=N\S(=O)(=O)c1ccc(C)cc1)N1CCN(S(=O)(=O)c2ccccc2)C1C(C)C (stereo not given)
→ -2.5	1.1	-26.8	0.1	-1.9	-4.7	-6.0	-0.2	-0.1
CCN1CCN(Cc2c(O)ccc3c2O/C(=C\c2ccc(C)cc2)C3=O)CC1
→ 2.4	-44.6	20.2	5.8	-5.9	-20.4	-4.3	33.5	8.8*
Cc1ccc(CCNC(=O)CN(c2cc(C)cc(C)c2)S(=O)(=O)c2c(C)noc2C)cc1
→ -0.7	15.3	-27.9	5.2	-0.3	1.9	-0.6	-3.7	-2.5
O=C(COC(=O)c1ccccc1)Nc1cc(Cl)ccc1Oc1ccccc1
→ -0.6	-3.7	-3.0	5.0	-1.5	-4.2	0.0	-14.0	-0.9
CC(Sc1nnnn1-c1ccc(O)cc1)C(=O)NC1CCCCC1C (stereo not given)
→ -1.1	-3.7	-13.8	-1.2	3.2	10.9	-3.0	2.4	-0.6
COC(=O)CCN(C(=O)c1ccc(Cl)c([N+](=O)[O-])c1)c1ccccn1
→ -0.3	-1.3	-2.3	1.1	0.7	3.7	-2.2	-7.2	-2.8
CCOc1ccccc1CNC(=O)c1ccccc1NC(=O)C1=CSCCO1
→ -1.2	-2.7	-33.4	-2.9	0.1	-8.5	-0.4	2.6	-2.8
O=C(O)C12C[C@H]3C[C@@H](C1)CC(n1ncc(N4CCN(c5ccccc5)CC4)c(Cl)c1=O)(C3)C2
→ -1.8	-9.4	-51.1	-0.9	5.1	-18.2	-5.4	7.0	0.3
CCOC(=O)CSc1nc(C)cc(C)c1C(N)=O
→ -0.1	-13.0	0.3	0.1	0.1	5.0	-6.2	-4.8	-0.4
CCCN1C2CCCC1CC(NC(=O)c1cc(OC)c(OC)c(OC)c1)C2 (stereo not given)
→ -0.7	10.6	5.5	-0.1	4.5	-3.8	0.8	23.3	-0.5
CSc1c(C#N)c(N)c(C#N)c2c1COC(C)(C)C2
→ -2.7	0.9	-6.8	5.6	-5.2	1.2	4.4	6.5	-4.9
Cc1nnc(SCC(=O)Nc2ccc(-c3nc4ccccc4s3)cc2)s1
→ -1.9	-5.7	-0.7	15.4	-0.9	8.8	-2.0	-3.1	-2.8
Cc1ccc(C(C)C)c(OCC(=O)NN2C(=O)c3ccccc3C2=O)c1
→ -2.3	3.0	-14.0	-1.2	4.5	-4.0	1.1	-8.4	-0.8
Cc1ccc(N(C(=O)Cn2nnc3ccccc32)C(C(=O)NC2CCCCC2)c2cn(C)nc2C)cc1 (stereo not given)
→ -4.9	-1.9	-1.8	-1.1	-3.3	-11.6	0.0	17.5	-1.4
O=C(NC(=S)Nc1ccccc1N1CCOCC1)c1ccc(-c2cc(Cl)ccc2Cl)o1
→ -1.0	-5.2	-5.2	-3.9	-1.7	2.0	3.0	-0.1	-1.1
COc1cc(/C=N/N(C)S(=O)(=O)c2ccc(C)cc2)cc([N+](=O)[O-])c1O
→ -0.9	11.0	-14.4	2.8	-3.1	0.6	3.4	1.4	-0.2
COc1ccc(C(=O)CC(=O)C(=O)Nc2ccccc2)cc1
→ -0.8	21.1	-7.2	-0.6	-3.5	-11.5	-10.8	3.0	-0.9
NC12NC(=O)C3(O)C4C5CC(C6C5C3C61)C42 (stereo not given)
→ -2.3	-1.7	0.5	0.3	1.6	-26.9	-13.8	13.9	-2.1

Whole records as entered above. Order of screens: IMP-1 inh, NS3 helicase inh, DNA FID counter, IDE inh, IDE act, p-CIP stab down, PfM18AAP inh, SUMO HTRF inh, VIM-2 inhibitor
NC12NC(=O)C3(O)C4C5CC(C6C5C3C61)C42 (stereo not given) in the list: -2.3, -1.7, 0.5, 0.3, 1.6, -26.9, -13.8, 13.9, -2.1
COc1ccc(C(=O)CC(=O)C(=O)Nc2ccccc2)cc1 in the list: -0.8, 21.1, -7.2, -0.6, -3.5, -11.5, -10.8, 3.0, -0.9

(further entries)
Each structure is followed by: IMP-1 inh	NS3 helicase inh	DNA FID counter	IDE inh	IDE act	p-CIP stab down	PfM18AAP inh	SUMO HTRF inh	VIM-2 inhibitor
Cc1ccc2[nH]c(C)c(CCNC(=O)C3CCCCC3C(=O)OCC(F)(F)F)c2c1 (stereo not given)
→ -1.9	-0.6	-13.5	6.3	0.8	-21.7	3.6	-5.7	-2.2
Cc1ccc(C)c(Cn2ncc3ccccc32)c1
→ -3.4	-2.0	-18.6	-1.6	4.6	-15.7	-0.1	-8.1	-4.8
CCOC(=O)Oc1ccc2c(=O)c(Oc3cccc(C)c3)coc2c1
→ -3.1	1.4	-3.2	0.1	0.9	-1.2	-1.4	12.6	1.9
Cn1cc(Cl)c(C(=O)N/N=C/c2ccc3c4c(cccc24)CC3)n1
→ -3.0	22.2	-30.0	-0.8	3.4	-17.5	0.0	26.9	-3.5
COc1ccc(CCNC(=O)CS(=O)(=O)c2cn(CC(=O)N(C(C)C)C(C)C)c3ccccc23)cc1OC
→ -1.4	0.0	-50.1	-2.6	-3.2	-5.7	7.3	1.6	-1.4
CC(=O)Nc1cccc(C(=O)/C=C/c2ccc[nH]2)c1
→ -2.1	12.6	-4.3	5.6	0.5	-3.9	6.1	17.0	-1.7
CCC(C)NC(=O)CNS(=O)(=O)c1ccc(C)cc1 (stereo not given)
→ -2.5	-4.7	0.1	5.9	4.4	-12.5	0.0	-16.9	-0.9
COCCn1c(C)cc(C2=NNC(=Nc3ccc(OC)cc3)SC2)c1C
→ -3.4	5.0	-5.4	0.1	2.0	-1.2	9.2	-17.4	-3.8
O=C(C1CC1)N1CCN(c2ccc(O)cc2)CC1
→ -0.7	3.7	-4.8	0.9	-3.1	0.5	43.1*	-10.2	0.1
Cc1ccccc1NC(=O)c1ccc(CN2CCC(Cc3ccccc3)CC2)cc1
→ -2.1	-44.2	25.9	2.9	0.4	6.3	6.3	-14.8	0.9
COC(=O)C(C)NC(=O)C12CC3CC(CC(C3)C1)C2 (stereo not given)
→ -2.6	5.3	-3.5	8.0	4.1	4.2	5.1	-12.1	-4.0
O=C(c1cc(Cl)cc(Cl)c1)N1CCOCC1
→ -0.4	14.5	1.1	0.9	-5.9	5.7	2.6	0.9	0.5
COCCCNC(=O)COc1ccc(S(=O)(=O)Nc2ccccc2)cc1
→ -3.8	0.2	-9.3	-0.9	3.1	-2.8	-3.9	15.3	-3.8
CCOc1ccc(N2C(=O)S/C(=C\c3ccc(O)c(OCC)c3)C2=O)cc1
→ -3.8	-48.4	-6.1	3.0	-3.7	-17.1	-1.2	-4.6	-2.3
COc1cccc(C(=O)Nc2ccc(NC(=O)c3ccco3)c(Cl)c2)c1
→ -3.1	-2.1	-8.0	6.2	0.5	10.2	5.8	16.5	-3.1
COC(=O)c1cc(NC(=O)c2ccc(OC)cc2)c(=O)oc1C
→ -0.4	-1.7	-9.0	4.6	2.1	-6.8	1.5	17.3	0.6
Cc1[nH]n(-c2ccccc2)c(=O)c1C=NCc1ccco1
→ -1.7	-7.1	10.6	0.4	.	-4.0	2.6	15.1	-1.2
CCCCC(=O)NC(Nc1cc(C)ccn1)(C(=O)OCC)C(F)(F)F (stereo not given)
→ -2.6	4.0	4.5	3.2	1.6	4.4	-4.8	2.1	-3.2
CC1=NN(C(=O)c2ccccc2F)C(O)(c2ccc(Cl)cc2)C1 (stereo not given)
→ -2.0	0.6	-12.0	0.4	0.9	-7.0	14.6	3.6	0.0
O=C(C1=C[C@@H](c2coc3ccccc3c2=O)C[C@@H](OCCCCO)O1)N1CCN(Cc2ccc3c(c2)OCO3)CC1
→ -2.1	2.9	-27.8	5.2	0.9	3.2	0.2	-2.0	-1.2
COC(=O)C1CCN(S(=O)(=O)c2cn(C)c(=O)n(C)c2=O)CC1
→ -2.4	1.2	0.5	4.5	0.9	-11.9	5.0	15.0	-2.5
O=C(NCC1CCCO1)C1CCN(C(=O)c2ccc(Br)cc2)CC1 (stereo not given)
→ -1.4	0.5	-9.3	1.0	0.6	-3.9	-11.8	-9.3	-0.3
CCc1ccc(NC(=O)C2CCCN(S(=O)(=O)c3ccc4c(c3)CCCN4C(C)=O)C2)cc1 (stereo not given)
→ -4.1	-11.6	-50.7	6.8	1.0	-3.2	-6.7	-8.3	-2.2
O=C(CSc1nnc(-c2cccnc2)n1C1CCCCC1)NC1CCCCC1
→ -5.3	-0.5	-33.8	9.1	-3.5	-0.6	-4.9	1.0	-2.9
Cc1ccc(NC(=O)CSc2nccn2Cc2ccco2)c(C)c1
→ -0.1	3.0	-15.7	-0.1	-4.7	-3.5	-19.7	29.8	0.2
CCOC(=O)N1CCC(N2C(=O)c3ccccc3C2Nc2ccc(S(=O)(=O)N3CCCCC3)cc2)CC1 (stereo not given)
→ -2.5	-11.2	-38.5	-1.8	.	9.4	-6.2	5.3	-2.9
COc1cc(/C=N/NC(=O)c2ccc3nc[nH]c3c2)cc(OC)c1OC
→ -2.1	-4.7	-12.1	7.9	.	5.2	2.6	-8.0	-3.2
